Assay outcomes deposited in PubChem by National Center for Advancing Translational Sciences (NCATS).
BAZ2B block: blocks human BAZ2B. AlphaScreen BAZ2B-H3K14Ac peptide displacement. Potency, µM (highest dose often 114 µM), for the others: top-dose activity change, negative = inhibition, actives largely listed as inhibitors. hit rate 4.4% among 360,000; also: % is scaled to controls: 0 for no effect and ±100 for the full control effect; nearly all actives have a fitted effect of over 60% in size
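BAZ2B (50 nM) with biotin-H3(5-23)K14Ac peptide (50 nM) in PBS pH 7.4, 0.01% Tween-20, preformed 30 min, then compound 30 min at room temperature; top concentration 110uM. AlphaScreen streptavidin donor/nickel chelate acceptor beads (10 ug/mL final), 20 min dark, signal read.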
Pol eta inh: inhibitors of human DNA polymerase eta | AID 588591 | hit rate 1.2% among 390,000 | Q9Y253 | Potency, µM (series often up to 114 µM), for the others: at the highest dose activity change, negative = inhibition, usual class: inhibitors | recombinant Pol eta, fluorescent DNA replication assay; also: % is scaled to controls: 0 for no effect and ±100 for the full control effect
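Pol eta (10 nM) was preincubated with compounds for 15 min at room temperature, after which fluorescent replication substrate (50 nM final) was added to start the reaction. Fluorescence was read kinetically at 0 and 10 min.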
APEX1 inh: inhibitors of human APE1 endonuclease; P27695; recombinant APE1, TAMRA/BHQ-2 abasic DNA cleavage fluorescence; Potency, µM (top dose mostly 65.8 µM), inactives show at the top dose activity change, negative = inhibition, most hits filed as inhibitors; hit rate 0.35% among 350,000;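 also: plate controls were vehicle for no effect and reference inhibitor for full effect; nearly all actives have a fitted effect of over 55% in size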
Target sequence (P27695 whole entry, looked up): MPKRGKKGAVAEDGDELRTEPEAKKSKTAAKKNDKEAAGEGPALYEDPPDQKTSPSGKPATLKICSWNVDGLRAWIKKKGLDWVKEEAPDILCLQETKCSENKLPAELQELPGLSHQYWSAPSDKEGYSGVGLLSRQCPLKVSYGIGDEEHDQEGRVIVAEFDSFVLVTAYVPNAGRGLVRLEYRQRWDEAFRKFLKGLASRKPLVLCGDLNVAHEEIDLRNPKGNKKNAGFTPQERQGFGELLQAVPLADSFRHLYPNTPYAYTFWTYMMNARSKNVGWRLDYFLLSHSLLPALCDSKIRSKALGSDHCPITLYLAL
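Activity was derived from the fluorescence gain between first and third kinetic reads (60 s intervals, ex 525/em 598 nm) after 50 nM THF-abasic TAMRA/BHQ-2 duplex was added to 0.75 nM APE1 preincubated 15 min with compound.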
G9a inh: G9a (human) methyltransferase inhibition; Q96KQ7; G9a H3K9 monomethylation, AlphaScreen, 2 h; hit rate 8.8% among 350,000; Potency, µM (highest dose often 102 µM), for inactives: top-dose activity, negative = inhibition, most hits filed as inhibitors; also: % is scaled to controls: 0 for no effect and ±100 for the full control effect; nearly all actives have a fitted effect of over 75% in size
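Enzyme 20 nM + cpd, 15 min RT; add b-H3K9 pep 500 nM / SAM 20 uM; 2 h RT; anti-H3K9me1 Ab 0.5 ug/mL + SA donor / anti-rabbit acceptor beads 20 ug/mL each, 10 min; AlphaScreen read.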
JMJD2A Tudor: inhibitors of human JMJD2A Tudor domain; Potency, µM (top dose mostly 114 µM), for the others: at the highest dose activity change, negative = inhibition, hits mostly inhibitors; O75164; AlphaScreen JMJD2A-Tudor / H3K4me3 peptide binding; hit rate 4.4% among 390,000; also: % is scaled to controls: 0 for no effect and ±100 for the full control effect; nearly all actives have a fitted effect of over 50% in size
Pol beta inh: blocks human DNA polymerase beta activity; P06746; Pol beta primer extension/strand displacement, fluorescence kinetic; Potency, µM (highest dose often 114 µM), for the others: at the highest dose activity change, negative = inhibition, most hits filed as inhibitors; hit rate 1.3% among 340,000; AID 485314; also: % is scaled to controls: 0 for no effect and ±100 for the full control effect
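Homogeneous kinetic assay of primer extension and strand displacement by 10 nM Pol beta, preincubated 15 min at room temperature with compound before 50 nM substrate (final) was added. Read at 0 and 10 min; four-parameter Hill fit.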
POLI inh: inhibitors of human DNA polymerase iota | Q9UNA4 | hit rate 1% among 390,000 | Pol iota fluorescent replication assay, 10 min | AID 588590 | Potency, µM (titrated, usually from 115 µM), for the others: at the highest dose activity, negative = inhibition, most hits filed as inhibitors
Target sequence (Q9UNA4 whole entry, looked up): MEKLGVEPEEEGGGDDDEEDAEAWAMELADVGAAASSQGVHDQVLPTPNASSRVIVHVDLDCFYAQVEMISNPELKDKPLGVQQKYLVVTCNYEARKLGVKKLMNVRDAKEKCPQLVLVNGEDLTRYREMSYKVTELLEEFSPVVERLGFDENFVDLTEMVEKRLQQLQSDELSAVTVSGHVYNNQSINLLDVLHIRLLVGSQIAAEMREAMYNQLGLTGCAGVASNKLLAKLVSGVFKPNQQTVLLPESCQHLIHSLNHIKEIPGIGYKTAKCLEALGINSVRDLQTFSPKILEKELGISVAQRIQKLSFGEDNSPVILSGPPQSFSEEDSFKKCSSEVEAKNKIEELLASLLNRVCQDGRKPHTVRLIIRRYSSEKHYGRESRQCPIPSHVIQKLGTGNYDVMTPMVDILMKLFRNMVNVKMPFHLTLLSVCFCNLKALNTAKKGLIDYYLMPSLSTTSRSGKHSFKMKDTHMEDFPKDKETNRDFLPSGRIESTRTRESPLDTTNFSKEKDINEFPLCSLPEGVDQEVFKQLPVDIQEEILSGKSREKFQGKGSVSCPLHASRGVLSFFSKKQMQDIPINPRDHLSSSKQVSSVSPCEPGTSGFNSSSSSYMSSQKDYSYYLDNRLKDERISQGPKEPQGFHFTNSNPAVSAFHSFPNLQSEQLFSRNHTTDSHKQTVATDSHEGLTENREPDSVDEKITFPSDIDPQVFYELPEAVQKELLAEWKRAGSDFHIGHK
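Pol iota at 10 nM preincubated 15 min with compounds at room temperature; reaction started with fluorescent substrate, 50 nM final. Fluorescence read kinetically at 0 and 10 min; buffer-only wells as negative control.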
Pol kappa inh: DNA polymerase kappa (human) inhibition; hit rate 0.53% among 400,000; purified Pol kappa, fluorescent DNA synthesis assay, 10 min; AID 588579; Potency, µM (titrated, usually from 107 µM), for inactives: top-dose activity, negative = inhibition, hits mostly inhibitors; also: % is scaled to controls: 0 for no effect and ±100 for the full control effect
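10 nM Pol kappa was preincubated with compounds for 15 min at room temperature. Reaction started with 50 nM (final) substrate. Fluorescence read kinetically at 0 and 10 min.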
BLM helicase inh: inhibitors of human Bloom syndrome helicase BLM; Potency, µM (highest dose often 56.1 µM), inactives show at the highest dose activity change, negative = inhibition, actives largely listed as inhibitors; AID 2528; P54132; hit rate 0.2% among 350,000; recombinant BLM DNA unwinding, fluorescence dequenching;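 also: plate controls were vehicle for no effect and no enzyme for full effect; nearly all actives have a fitted effect of over 35% in size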
* marks the source's active call; other numbers are inactive results; ? = inconclusive; . = no result given; & = joins results of further samples; ! = a repeat was not active; [ ] = another dose, or the depositor's remark. Calls follow the shape of the dose curve; as a rule, active = well fitted curve in the direction sought with a large enough effect; inconclusive = small, poorly fitted or top-dose-only effect, or another doubt; inactive = no such curve, though single readings can be large; an effect the other way counts as inactive or inconclusive. Potency is read from the fitted curve at half-maximal effect. Not all compounds are listed. The share of hits here may be higher or lower than overall.

Results follow in this order: BAZ2B block	Pol eta inh	APEX1 inh	G9a inh	JMJD2A Tudor	Pol beta inh	POLI inh	Pol kappa inh	BLM helicase inh
> CCOC(=O)C1=C(C)N(CCCC(=O)O)C(=O)NC1c1ccc(Cl)cc1 (stereo not given)
    -18%	-2%	2%	-41%	-14%	1%	-26%	-3%	0%
> Cc1ccc(C(=O)N(C)c2ccc(OCC(=O)N3c4ccc(C)cc4C4CN(C)CCC43)cc2)cc1 (stereo not given)
    -19%	10%	-3%	-31%	-19%	2%	45%[activator]	-17%	0%
> COc1ccccc1CN1CCN(S(=O)(=O)c2ccc(C)cc2)CC1
    .	-10%	.	.	20µM*	.	-7%[58.9 µM]	-14%	.
> CC(C)Oc1ccc(S(=O)(=O)N2CCOCC2)cc1NC(=O)C1=NN(c2ccccc2)C(=O)CC1
    1%	-20%	49%	?	-11%	.	16%	-1%	.
> O=C1Nc2ccccc2Nc2ccccc21
    ?	-9%	36%	14µM*	50µM*	0%	116%[activator]	-1%	-3%
> COc1ccc(-c2nc3scc(CCNC(=O)c4cccc(Br)c4)n3n2)cc1
    -1%	-20%	.	2%[59 µM]	-2%	-9%	4%	-11%	-5%
> O=C(c1ccccc1)c1ccc(Cn2cc(-c3ccccc3)nn2)cc1
    10%	-27%	-12%	.	-5%	28%	9%&-12%	-5%&-5%	-9%
> C/C(=N\Nc1nc2ccccc2[nH]1)c1ccc(N2CCOCC2)cc1
    20µM*	-23%	2%	50µM*	35µM*	-15%	29%	-21%	-12%
> CCOc1cc(/C=N/NC(=O)C(=O)NCCCOC(C)C)cc(Br)c1O
    -4%	-23%	2%	?	-11%	2%	42%[activator]	-15%	-1%
> CS(=O)(=O)c1ccc([C@@H](O)[C@@H](CO)NC(=O)C(Cl)Cl)cc1
    -1%	-9%	-1%	17%[59 µM]	-19%	.	-5%	0%	.
> COc1ccccc1CNC(=O)CS(=O)(=O)c1ccc(C)cc1
    0%	-6%	12%	79µM*	-16%	-1%	1%	-14%	-1%
> CC(=O)Cc1nsc(NC(=O)c2ccc(Cl)cc2Cl)n1
    -13%	-9%	-6%	-28%	?	0%	16%	-5%	-3%
> CC(C)C(=O)Nc1cc2c(cc1C(=O)c1ccccc1)OCCO2
    -7%	-10%	1%	36%[0.0925 µM]	-12%	13%	-11%	2%	-2%
> CC(=O)Nc1nonc1-c1nnc(SCC(=O)Nc2cccc(C)c2C)n1-c1ccccc1
    3%	-19%	.	-8%[59 µM]	11%	1%	23%	-1%	-1%
> Nc1nncn1C(=O)c1cc(Br)ccc1Cl
    10%	-2%	1%	-15%[59 µM]	14%	?	-16%	1%	-5%
> Cn1cccc1/C=N/NC(=O)Cc1cccs1
    ?	4%	-8%	.	-20%	13%	-5%	-12%	-7%
> Cc1sc(/C=C2\C(=O)ON=C2c2ccccc2)cc1Br
    -8%	.	-1%	13%[59 µM]	.	49%	.	.	6%
> Cc1cc(C)n(CC(=O)O)n1
    -4%	5%	-6%	?	?	7%	0%	-2%	2%
> CN1CCN(c2ncc3nc(-c4ccc(Cl)cc4)c(=O)n(C)c3n2)CC1
    .	.	1%	3%[0.501 µM]	.	.	.	1%[60.1 µM]	5%
> COc1ccc(C2=CCCC2)c(OC)c1
    .	-13%	.	.	-27%	.	?	?	.
> COc1ccc(C(=O)NCC(=O)N/N=C/C(C)=C/c2ccccc2)cc1OC
    0%	-15%	-6%	-2%	-13%	-5%	11%	-8%	-11%
> Cc1ccc(S(=O)(=O)N2CCC(=O)N([C@H](COCc3ccccc3)Cc3ccccc3)CC2)cc1
    .	.	0%	13%[59 µM]	.	.	.	-12%[60.1 µM]	-3%[75.6 µM]
> CCCn1c(CCC(=O)O)nc2cc(S(N)(=O)=O)ccc21
    -6%	-9%	5%	-6%[59 µM]	-9%	25%	14%	-13%	3%
> O=C1NC(NS(=O)(=O)c2ccc(Cl)cc2)(C(F)(F)F)C(=O)N1Cc1cccnc1 (stereo not given)
    -7%	-8%	15%	?	-18%	14%	14%	-13%	5%
> Cc1onc(-c2ccccc2Cl)c1C(=O)Nc1c(C)n(C)n(-c2ccccc2)c1=O
    -19%	-2%	1%	-7%	-13%	-25%	31%[activator]	0%	-3%
> CCn1c(SCC(=O)Nc2ccc(S(=O)(=O)Nc3ccccn3)cc2)nnc1-c1ccncc1
    -3%	-13%	1%	-37%[59 µM]	-3%	5%	23%	0%	-1%
> C/C(=N\O)c1oc2ccc3c(C)cc(=O)oc3c2c1C
    6%	-15%	11%	.	-13%	-3%	8%	2%	0%
> Cc1cc(N2CCCCC2)nc(N2CCOCC2)n1
    4%	10%	0%	5%[59 µM]	-5%	-1%	19%	-2%	-5%
> Cc1ccc(Cn2ncc3c(N4CCOCC4)ncnc32)cc1
    2%	-5%	-4%	-13%[12.7 µM]	14%	36%	6%	-8%	-1%
> Cc1ccccc1CN1CCN(CC2CC2)CC1CCO (stereo not given)
    10%	-18%	1%	20%	-14%	2%	7%	-15%	5%
> Cc1cccc(NC(=O)c2ccc3c(c2)C(=O)N(Cc2cccnc2)C3=O)c1C
    5%	-7%	7%	-24%	-21%	?	44%[activator]	-16%	-5%
> COc1ccccc1C(=O)NCC(=O)Nc1ccc2c(c1)OCO2
    -2%	-3%	-4%	-38%	-21%	.	?	-20%	.
> COc1ccc(NC(=O)C(=O)N/N=C(\C)CC(=O)Nc2cc(C)ccn2)c(OC)c1
    ?	-18%	-4%	8%	-2%	2%	177%[activator]	-3%	2%
> COc1ccc(-c2nc(CS(=O)CC(=O)N3CCOCC3)c(C)o2)cc1OC (stereo not given)
    -19%	2%	-10%	.	-11%	-1%	-17%	-12%	1%
> O=C(Nc1cccnc1)c1cc(-c2cccc(Cl)c2)on1
    4%&-5%	-16%&-9%	19%	10%	25µM*!	?	154%&12%[activator]	-1%&11%	1%&-3%
> Cc1onc(-c2c(Cl)cccc2Cl)c1NC(=O)NN(C)c1ccc([N+](=O)[O-])cn1
    -10%	-14%	-5%	-27%	4%	15%	146%[activator]	-5%	-1%
> Cc1cccc(N2CCN(C(=O)CCCn3c(=O)c4cccn4c4cccnc43)CC2)c1C
    -32%	-5%	9%	-15%	?	26%	5%	4%	-7%
> Cc1cc(C)c(S(=O)(=O)c2ccccc2)c(OC(=O)c2ccc(Cl)cc2Cl)n1
    56µM*	-6%	13%	19%	-22%	5%	?	-19%	0%
> CC(C)CCN(C(=S)NC(=O)C1CCCCC1)c1c(N)n(Cc2ccccc2)c(=O)[nH]c1=O
    .	-21%	-1%	1%	-23%	-16%	99%[activator]	-1%	-4%
> Cc1ccn2c(Nc3ccc4c(c3)OCCO4)c(-c3ccc(Cl)s3)nc2c1
    -31%	-11%	.	?	?	10%	1%	0%	-6%

3 structures out of the list, ordered by number of heavy atoms, descending:
Results follow in this order: BAZ2B block	Pol eta inh	APEX1 inh	G9a inh	JMJD2A Tudor	Pol beta inh	POLI inh	Pol kappa inh	BLM helicase inh
> Cc1cccc(N2CCN(C(=O)CCCn3c(=O)c4cccn4c4cccnc43)CC2)c1C
    -32%	-5%	9%	-15%	?	26%	5%	4%	-7%
> Cc1onc(-c2c(Cl)cccc2Cl)c1NC(=O)NN(C)c1ccc([N+](=O)[O-])cn1
    -10%	-14%	-5%	-27%	4%	15%	146%[activator]	-5%	-1%
> COc1ccc(C(=O)NCC(=O)N/N=C/C(C)=C/c2ccccc2)cc1OC
    0%	-15%	-6%	-2%	-13%	-5%	11%	-8%	-11%

Following part.
Results follow in this order: BAZ2B block	Pol eta inh	APEX1 inh	G9a inh	JMJD2A Tudor	Pol beta inh	POLI inh	Pol kappa inh	BLM helicase inh
> CNC(=O)NC(=O)COC(=O)c1ccccc1OCc1ccccc1
    0%	1%	0%	12%	-8%	24%	45%[activator]	-11%	0%
> CC(C)=CCN1CCN(Cc2cnc(N3CCCC3)s2)CC1CCO (stereo not given)
    -15%	-15%	-1%	-6%	0%	1%	22%	-19%	-6%
> COC(C(=O)C(O)C(C)O)C1Cc2cc3cc(OC4CC(OC5CC(O)C(O)C(C)O5)C(O)C(C)O4)c(C)c(O)c3c(O)c2C(=O)C1OC1CC(OC2CC(OC3CC(C)(O)C(O)C(C)O3)C(O)C(C)O2)C(O)C(C)O1 (stereo not given)
    .	.	.	-29%[12.7 µM]	.	.	?	?	-2%
> COc1ccc(-n2c(O)c(/C=N/Nc3nc(C)cc(C)n3)c3ccccc3c2=O)cc1OC
    -23%	-1%	1%	-23%	-24%	?	104%[activator]	?	-25%
> Cc1cc(C)c(NC(=O)c2sc3nc4c(cc3c2N)C(=O)CC(C)(C)C4)c(C)c1
    ?	-22%	-6%	45µM*	-34%	4%	12%	-2%	-1%
> COc1cc(/C=N/NC(=O)c2ccncc2)ccc1OCC(=O)Nc1ccc(C)c(C)c1
    -8%	-9%	1%	-3%	-1%	?	0%	-14%	-8%
> CCN1C(=NCCCOC(C)C)N[C@@H](CCc2ccccc2)[C@H](C(=O)NCCCOC(C)C)[C@H]1C
    -5%	-20%	5%&-10%	.	?	1%	50%[activator]	-9%	-1%
> Cc1ccc(CN2CCN(C(=O)CCN3C(=O)c4ccccc4C3=O)CC2)cc1
    -3%	-10%	-11%	-24%	-6%	7%	5%	2%	-1%
> C=CCNc1ncnc2c1[nH]c1ccc(Cl)cc12
    -3%	-14%	?	-38%[59 µM]	-9%	-3%	6%	-14%	-16%
> COc1ccc(C(=O)NCCCCCCNC(=O)c2ccc(OC)cc2)cc1
    6%	-12%	-9%	20%	-7%	31%	113%[activator]	0%	-2%
> O=C(Nn1c(=O)[nH]c2ccsc2c1=O)c1ccccc1
    -1%	5%	1%	12%[59 µM]	-17%	-18%	6%	-9%	3%
> COCCN1C(=O)C(CC(=O)Nc2ccc(C(=O)O)cc2)SC1=Nc1ccccc1 (stereo not given)
    9%	-22%	14%	-9%[2.33 µM]	-6%	-2%	30%	-17%	0%
> NNC(=O)c1cc2c(N3CCC(Cc4ccccc4)CC3)ncnc2s1
    3%	-10%	-5%	-39%	-27%	23%	43%[activator]	-1%	-10%
> Cc1ccc(-c2nn(-c3ccccc3)cc2C(=O)N2CCN(C3CCS(=O)(=O)C3)CC2)cc1 (stereo not given)
    7%	-15%	17%	7.1µM*	-4%	.	-1%	9%	.
